TAAR1 antag = antagonists of human TAAR1 | Q96RJ0 | CHO RD-HGA16 TAAR1, Fluo-8 calcium fluorescence, antagonist | inhibition, % at 3 µM | 1.5% of 360,000 active;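 active means inhibition above a per-plate cutoff, the mean inhibition of test compounds on that plate plus 3 SD, cut at about 49% in these data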;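 further: 0% = DMSO plus EC80 beta-PEA response and 100% = DMSO alone without agonist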
Target sequence (Q96RJ0 whole entry, looked up): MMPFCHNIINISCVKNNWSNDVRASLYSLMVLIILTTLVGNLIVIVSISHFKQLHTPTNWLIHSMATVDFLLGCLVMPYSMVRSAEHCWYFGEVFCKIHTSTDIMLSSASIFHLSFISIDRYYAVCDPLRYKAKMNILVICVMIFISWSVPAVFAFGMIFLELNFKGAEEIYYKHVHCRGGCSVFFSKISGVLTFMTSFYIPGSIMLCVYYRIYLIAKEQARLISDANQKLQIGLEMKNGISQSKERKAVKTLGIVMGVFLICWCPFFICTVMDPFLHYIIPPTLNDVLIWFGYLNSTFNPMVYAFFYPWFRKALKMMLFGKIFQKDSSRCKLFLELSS
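Test system: RD-HGA16 CHO cells with stable hTAAR1 and Gα16 / Probe or stimulus: EC80 β-phenethylamine stimulus / Times: seeding 17-24 h prior, 75-min 37 °C, 30-min RT dye loading / Detection: Fluo-8 calcium-sensitive fluorescence / Read-out basis: % inhibition scaled between DMSO and EC80 PEA controls / Repeats: singlicate, one well per test compound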
CHRM1 agonist = activates human CHRM1 receptor | P11229 | CHO-K1 hM1, Fluo-8 calcium fluorescence, agonist mode; 0% DMSO, 100% acetylcholine EC100 | activation, % at 3 µM | 0.33% of 360,000 active;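 active means activation above the run's mean compound activation plus 3 SD, cut at about 16% in these data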;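 further: peak over basal fluorescence ratio within a 140 s kinetic read after compound addition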
Target sequence (P11229 whole entry, looked up): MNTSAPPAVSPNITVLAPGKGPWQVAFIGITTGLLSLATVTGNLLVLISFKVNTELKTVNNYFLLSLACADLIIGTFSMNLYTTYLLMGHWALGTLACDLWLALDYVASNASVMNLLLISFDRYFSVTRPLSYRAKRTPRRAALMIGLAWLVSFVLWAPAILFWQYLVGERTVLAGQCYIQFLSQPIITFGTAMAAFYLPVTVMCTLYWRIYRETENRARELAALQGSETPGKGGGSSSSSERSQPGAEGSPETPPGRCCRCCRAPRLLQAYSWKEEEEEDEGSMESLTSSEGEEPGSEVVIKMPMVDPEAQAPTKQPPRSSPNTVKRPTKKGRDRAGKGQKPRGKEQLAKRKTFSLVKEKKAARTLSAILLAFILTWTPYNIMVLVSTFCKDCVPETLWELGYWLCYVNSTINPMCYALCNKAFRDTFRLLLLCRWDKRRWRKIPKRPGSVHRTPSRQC
CHO-K1 Ca ag = nonselective activator or artifact in parental CHO-K1 cells; activation, % at 3 µM; Fluo-8 calcium fluorescence; scaled to maximal ATP response, vehicle zero; 0.48% of 360,000 active; in the data active means activation above about 15%;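 further: untransfected CHO-K1 host cells lacking M1 receptor as counterscreen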
CHO-K1 Ca antag = nonselective inhibitor or artifact in parental CHO-K1 cells | ATP-induced calcium, Fluo-8 fluorescence | inhibition, % at 3 µM | 0.6% of 360,000 active;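 active means inhibition above a per-plate cutoff, the plate's mean sample inhibition plus 3 SD, cut at about 24% in these data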;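 further: 0% = DMSO plus EC80 ATP and 100% = DMSO alone without ATP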
TAAR1 ag = human TAAR1 agonism; activation, % at 3 µM; Q96RJ0; CHO RD-HGA16 TAAR1, Fluo-8 calcium fluorescence; vehicle wells 0%, saturating PEA agonist 100%; AID 624467; 0.99% of 360,000 active;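 active means activation above the mean activation of all test compounds in the run plus 3 SD, cut at about 38% in these data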
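System: CHO-derived RD-HGA16 cells with stable Gα16 and human TAAR1 / Times: 17-24 h plating, Fluo-8 75 min 37 °C, 30 min RT / Technique: calcium-sensitive Fluo-8 signal, excitation 470-495, emission 515-575 nm / Measure: % activation relative to PEA EC100 response / Benchmarks: DMSO and PEA EC100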
CHRM1 PAM = potentiates human M1 receptor response to acetylcholine; AID 588819; CHO-K1 hM1, Fluo-8 calcium fluorescence, ACh EC20; 0% = ACh EC20, 100% = maximal ACh; 0.088% of 360,000 active; activation, % at 3 µM; in the data active means activation above about 19%, passing the limit was not always enough
M1 antag = antagonists of human M1 muscarinic receptor; P11229; CHO-K1 hM1, Fluo-8 calcium fluorescence, ACh EC80 antagonist; inhibition, % at 3 µM; 1.3% of 360,000 active; AID 588852;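 active means percent inhibition above its own plate's cutoff, namely the mean of that plate's compound wells plus 3 SD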;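 further: peak over basal fluorescence ratio during 140 s after agonist addition; 0% = ACh EC80 plus DMSO and 100% = DMSO alone without agonist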
M1 PAM parental = M1 PAM counterscreen hit in parental CHO-K1 cells; ATP EC20, Fluo-8 calcium fluorescence; 0% at ATP EC20, 100% at ATP max; activation, % at 3 µM; 0.02% of 360,000 active;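 active means activation above the run cutoff, the mean activation of all test compounds plus 3 SD, cut at about 40% in these data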;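 further: peak over basal fluorescence ratio in a 140 s read after ATP addition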
CHO parental Ca = signal in parental CHO cells, OX1R antagonist counter-screen; parental CHO-K1, ATP-induced calcium, Fluo-8 fluorescence; inhibition, % at 5.6 µM; 0.63% of 330,000 active; AID 463079;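 active means inhibition above that plate's mean sample inhibition plus 3 SD, cut at about 26% in these data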;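 further: 0% = ATP-challenged DMSO wells and 100% = DMSO wells without ATP; some compounds past the cut are filed as inactive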
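Test system: untransfected parental CHO cell line; also added: ATP stimulus; dosing: 5.6 µM, single dose; signal: calcium-sensitive Fluo-8 fluorescence; measure: percent inhibition of ATP-evoked calcium rise, normalized to controls; benchmarks: low control ATP plus DMSO, high control DMSO only; replication: one well per compound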
* hit, by the source's call; . = not tested or not shown.

SMILES	TAAR1 antag	CHRM1 agonist	CHO-K1 Ca ag	CHO-K1 Ca antag	TAAR1 ag	CHRM1 PAM	M1 antag	M1 PAM parental	CHO parental Ca
N#C/C(=C(/O)CSc1n[nH]c(N)n1)c1nc2ccccc2[nH]1	-2	-1	-0.2	7	2	8	-15	-14	-6
COc1cccc(NC(=O)CNC(=O)[C@@H]2Cc3ccccc3CN2C(=O)OC(C)(C)C)c1	-23	-3	1.0	-19	0	8	-9	24	-20
COc1ccc(NS(=O)(=O)c2cccc(C(=O)N(C)Cc3ccc(SC)cc3)c2)cc1	22	1	4.7	3	3	-1	0	-9	-21
Cc1cccc(NC(=S)NC(=O)C(c2ccccc2)c2ccccc2)n1	14	-3	1.0	-7	4	-2	-8	12	8
CC(=O)c1cccc(NC(=O)COC(=O)CC2CC3CCC2C3)c1 (stereo not given)	-16	1	5.3	-9	7	-3	4	1	-4
O=C1CCCC2=C1C(c1ccncc1)c1c(nc(SCc3ccccc3)[nH]c1=O)N2 (stereo not given)	-10	-4	0.3	-7	7	-2	8	-17	-2
O=C(Nc1ccc(S(=O)(=O)N2CCOCC2)cc1)c1ccc(S(=O)(=O)N2CCOCC2)cc1	0	-5	-0.2	-24	1	15	-16	0	-7
CCOC(=O)Cc1csc(NC(=O)/C=C/c2ccc(Cl)cc2)n1	-3	2	13	2	10	-12	28	-7	-8
CCN(CC)c1ccc(/C=N/NC(=O)c2c(Cl)cnn2C)c(O)c1	-4	-10	0.8	-7	1	11	-12	13	-9
COc1ccccc1C(=O)N1CCN(C(=O)COc2cccc(C)c2)CC1	-1	1	0.5	-10	2	7	-14	3	0
CCOC(=O)C(Cc1ccccc1)C(=O)Nc1cccc2ccccc12 (stereo not given)	22	-4	2.3	6	2	-4	2	11	-25
COc1cc2c(cc1OC)CN(Cc1cc(OC)c3c(c1)OCO3)CC2	-6	-9	1.0	-4	6	-4	5	0	-7
O=C(Nc1ccccn1)c1cc2ccccc2o1	5	0	0.1	11	5	1	-4	-11	-13
Cc1[nH]c2ccccc2c1C(=O)CSC(=S)N1CCCCC1	31	-2	12	4	11	2	2	12	-4
O=C(CCC(=O)OC(C(=O)c1ccccc1)c1ccccc1)Nc1ccccc1 (stereo not given)	-19	-5	0.4	-13	3	5	-8	17	-4
O=C(NCC1CCCO1)c1onc(CSc2ccccc2)c1C(=O)O (stereo not given)	6	-3	-0.2	-3	7	-6	6	5	-4
O=C(Nc1ccccc1)/C(=C\c1ccccc1)NC(=O)c1ccco1	-10	1	-0.2	-14	1	22	-24	19	-7
COc1ccc(C2NC(=O)CCC2[N+](=O)[O-])c(OC)c1 (stereo not given)	1	-3	0.4	3	1	8	-9	4	-5
Cc1ccccc1C(=O)Nc1ccc2c(c1)OCO2	-1	-4	-0.1	1	5	2	0	8	2
Cc1cccc(C)c1Nc1c(-c2ccccc2O)nc2ncccn12	-7	-2	-0.5	5	-3	9	-19	-11	-13
CCOC(=O)C1=C(CNCc2ccc(F)cc2)NC(=O)NC1c1cccc([N+](=O)[O-])c1 (stereo not given)	-9	-5	0.4	-9	0	7	-11	9	-21
COC(=O)C1C(=O)C2=C(CC1C)NC(C)=C(C(=O)OCc1ccc(OC)cc1)C2c1ccc(C)o1 (stereo not given)	38	1	2.2	-5	5	1	5	-22	-2
NC(c1csc(Nc2cc(NCc3ccco3)ncn2)n1)c1ccccc1Cl (stereo not given)	-9	2	3.7	-4	5	4	-11	11	.
O=C(NCc1ccc(-c2nc3ccccc3s2)cc1)c1ccco1	13	-4	0.2	-6	4	2	6	14	-1
CC(NC(=O)c1ccc(C(=O)c2ccccc2)cc1)c1ccc(S(N)(=O)=O)cc1 (stereo not given)	4	-6	0.4	-1	1	3	-6	-16	.
CCn1c(=O)c(C(=O)NCCCc2ccccc2)c(O)c2ccccc21	5	-3	0.1	-15	0	4	-5	1	.
O=C(CNC(=O)c1ccco1)OCC(=O)c1ccc(Cl)cc1Cl	-19	0	0.8	-10	0	11	-14	18	2
CCN(C(=O)COC(=O)c1c(-c2ccccc2)noc1C)C1CCS(=O)(=O)C1 (stereo not given)	1	-3	-0.1	-2	7	8	-24	3	-2
CCc1noc(C)c1C(=O)N1CCN(S(=O)(=O)c2ccc(C(C)C)cc2)CC1	17	-4	1.6	0	-1	1	3	4	-16
COc1ccc(NC(=O)Nc2ccc3c(c2)C(=O)N([C@H](C)CO)C[C@H](C)[C@@H](CN(C)C(=O)NC(C)C)O3)cc1	-6	-3	1.2	-16	7	9	-7	26	4
O=S(=O)(NC1CCCCC1)c1ccc(Br)cc1	23	-8	0.2	3	13	-5	-32	9	-11
COc1ccc(CCN2Cc3c(cccc3[N+](=O)[O-])C2=O)cc1OC	1	-2	1.1	0	1	15	-9	4	-2
CCOC(=O)CN1C(=O)CC(c2ccc([N+](=O)[O-])cc2)C1=O (stereo not given)	-13	-3	1.0	-3	5	2	0	12	-14
O=C(CSc1ccccc1)Nc1cc(S(=O)(=O)N2CCOCC2)ccc1N1CCOCC1	17	-4	1.2	-7	2	7	-10	20	6
CCN1CCN(C(=O)/C=C/c2ccc([N+](=O)[O-])cc2)CC1	2	-5	0.6	2	1	7	-3	-2	-1
Cc1sc2ncn(CC(=O)NCC(=O)N(C)Cc3ccccc3)c(=O)c2c1C	3	-2	0.0	-13	6	6	-5	5	-16
CCCc1ccc(-c2ccc(F)c(N)c2)nc1	2	-8	-1.0	14	9	-1	-5	-11	-10
CCOC(=O)c1cc2sc(C)cc2n1CCCN1C(=O)c2ccccc2C1=O	-1	-2	0.8	-18	0	2	4	-20	-4
O=C1CC(CSc2ccc(Cl)cc2)=NN1	8	-4	0.7	-6	1	7	-3	17	1
O=C(NCc1ccccc1)c1c[nH]c2ccc(F)cc2c1=O	-1	0	2.3	-17	4	4	-5	24	-21

Continued; the last 2 above are carried over.
SMILES	TAAR1 antag	CHRM1 agonist	CHO-K1 Ca ag	CHO-K1 Ca antag	TAAR1 ag	CHRM1 PAM	M1 antag	M1 PAM parental	CHO parental Ca
O=C1CC(CSc2ccc(Cl)cc2)=NN1	8	-4	0.7	-6	1	7	-3	17	1
O=C(NCc1ccccc1)c1c[nH]c2ccc(F)cc2c1=O	-1	0	2.3	-17	4	4	-5	24	-21
COc1ccc(-c2nnc(SC(C)C(=O)Nc3c(C)n(C)n(-c4ccccc4)c3=O)o2)cc1 (stereo not given)	-8	-2	-0.1	15	-3	8	3	-10	-9
Cc1ccc(OCCOC(=O)c2cc(S(=O)(=O)N3CCCCC3)ccc2N2CCOCC2)cc1	50*	-4	1.9	19	0	-11	28*	-2	13
CCOc1cc(Br)c(C(C)NC(=O)c2cccnc2)cc1OCC (stereo not given)	-25	-3	1.9	4	1	-2	9	-7	-20
Cc1cccc(C)c1Nc1nnc(SCc2cn3cccc(C)c3n2)s1	-10	-10	6.4	-19	6	-13	0	-2	-10
O=C(NC1CCCC1)C1CCN(C(=O)c2ccc(-c3ccccc3)cc2)CC1	-14	-6	1.8	-14	0	9	-10	8	2
COc1ccccc1Oc1ccc2c(c1)C(=O)N(c1ccc(Br)c3cccnc13)C2=O	3	-2	0.0	-6	2	9	-11	14	-8
O=C1CCC(C(=O)N2CCCCCC2)CN1Cc1cccc(C(F)(F)F)c1 (stereo not given)	-1	-2	1.4	-10	3	-2	-2	-12	-8
COc1ccc(NC(=O)NCCCN2CCN(c3cc(C)ccc3C)CC2)cc1	13	-1	4.6	-1	20	-6	-2	26	-26
CCCC(O)(CCN1CCOCC1)c1ccc(Cl)cc1 (stereo not given)	-4	-6	0.9	-5	1	-23	45*	19	0
Cn1cnnc1SCC(=O)Nc1ccc(S(=O)(=O)N2CCCC2)cc1	4	-13	0.5	-26	8	0	-3	29	-10
Cc1cc(C)cc(NC(=O)CSc2ccccc2)c1	-1	-10	-0.5	14	6	7	-4	-11	-11
CCOC(=O)C1=CN(Cc2cccc(F)c2)S(=O)(=O)N(C)C1c1ccc2ccccc2c1 (stereo not given)	21	-1	1.4	-15	-1	1	-6	16	3
Cn1c(=NC(=O)c2ccc(S(=O)(=O)N3CCCc4ccccc43)cc2)sc2cc(S(C)(=O)=O)ccc21	0	2	0.9	8	6	10	-8	5	4
Cc1nc2ccc(S(=O)(=O)NC(C(=O)Nc3nccs3)C(C)C)cc2s1 (stereo not given)	13	-4	0.2	-11	-1	-2	-1	-1	-8
CN(CC(=O)Nc1cccc(F)c1)C(=O)c1cn(-c2ccccc2)nc1-c1ccc(Cl)cc1	16	-5	0.9	-13	1	1	0	-6	-19
COC(=O)c1sccc1NC(=S)N1C(C)CCCC1C (stereo not given)	-17	-4	0.2	-11	1	10	-16	13	-1

Molecules above with an aryl methoxy group, in the order listed:
SMILES	TAAR1 antag	CHRM1 agonist	CHO-K1 Ca ag	CHO-K1 Ca antag	TAAR1 ag	CHRM1 PAM	M1 antag	M1 PAM parental	CHO parental Ca
COc1cccc(NC(=O)CNC(=O)[C@@H]2Cc3ccccc3CN2C(=O)OC(C)(C)C)c1	-23	-3	1.0	-19	0	8	-9	24	-20
COc1ccc(NS(=O)(=O)c2cccc(C(=O)N(C)Cc3ccc(SC)cc3)c2)cc1	22	1	4.7	3	3	-1	0	-9	-21
COc1ccccc1C(=O)N1CCN(C(=O)COc2cccc(C)c2)CC1	-1	1	0.5	-10	2	7	-14	3	0
COc1cc2c(cc1OC)CN(Cc1cc(OC)c3c(c1)OCO3)CC2	-6	-9	1.0	-4	6	-4	5	0	-7
COc1ccc(C2NC(=O)CCC2[N+](=O)[O-])c(OC)c1 (stereo not given)	1	-3	0.4	3	1	8	-9	4	-5
COC(=O)C1C(=O)C2=C(CC1C)NC(C)=C(C(=O)OCc1ccc(OC)cc1)C2c1ccc(C)o1 (stereo not given)	38	1	2.2	-5	5	1	5	-22	-2
COc1ccc(NC(=O)Nc2ccc3c(c2)C(=O)N([C@H](C)CO)C[C@H](C)[C@@H](CN(C)C(=O)NC(C)C)O3)cc1	-6	-3	1.2	-16	7	9	-7	26	4
COc1ccc(CCN2Cc3c(cccc3[N+](=O)[O-])C2=O)cc1OC	1	-2	1.1	0	1	15	-9	4	-2
COc1ccc(-c2nnc(SC(C)C(=O)Nc3c(C)n(C)n(-c4ccccc4)c3=O)o2)cc1 (stereo not given)	-8	-2	-0.1	15	-3	8	3	-10	-9
COc1ccccc1Oc1ccc2c(c1)C(=O)N(c1ccc(Br)c3cccnc13)C2=O	3	-2	0.0	-6	2	9	-11	14	-8
COc1ccc(NC(=O)NCCCN2CCN(c3cc(C)ccc3C)CC2)cc1	13	-1	4.6	-1	20	-6	-2	26	-26
